From PubChem BioAssay
RAD54 inh: RAD54 (human) branch migration inhibition; Q92698; RAD54 Holliday junction branch migration, FAM/BHQ fluorescence; inhibition, % at 10.4 µM; 360,000 tested, 0.14% active; AID 602329;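 active = mean normalized replicate activity at least 40 and at least half of replicates scoring 40 or more; inconclusive = only one of the two criteria met; inactive = mean below 40 and under half of replicates reaching 40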;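 note: 0% = median of neutral control wells and 100% = median of positive control wells; inhibitors cause a drop in the FAM fluorescence signal; in these data hits start at about 50%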
RAD52 inh: inhibitors of human RAD52 DNA annealing; inhibition, % at 18.7 µM; 360,000 tested, 0.46% active; recombinant RAD52 DNA annealing, FRET fluorescence; AID 651710; P43351;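 active = every replicate showing at least 50% inhibition; inconclusive = mean inhibition at least 50% but not in every replicate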
Target sequence (P43351 whole entry, looked up): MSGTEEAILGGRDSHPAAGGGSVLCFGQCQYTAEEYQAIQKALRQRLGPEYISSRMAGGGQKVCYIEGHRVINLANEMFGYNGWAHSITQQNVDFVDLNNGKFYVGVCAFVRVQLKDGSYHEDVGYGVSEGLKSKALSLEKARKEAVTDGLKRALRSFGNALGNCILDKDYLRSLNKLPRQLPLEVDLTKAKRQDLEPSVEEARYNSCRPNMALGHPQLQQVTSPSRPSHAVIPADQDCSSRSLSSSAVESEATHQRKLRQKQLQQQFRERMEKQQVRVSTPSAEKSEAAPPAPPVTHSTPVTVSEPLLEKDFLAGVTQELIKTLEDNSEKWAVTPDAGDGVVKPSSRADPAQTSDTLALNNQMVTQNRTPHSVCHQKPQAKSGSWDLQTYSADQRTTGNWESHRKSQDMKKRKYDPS
S100A4 MyoIIA: inhibitors of human S100A4 binding to myosin IIA peptide. P26447. AID 652163. inhibition, % at 10.7 µM. 360,000 tested, 0.14% active. S100A4/TAMRA-MyoIIA peptide fluorescence polarization;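 active = mean inhibition of at least 70% across replicates, with every replicate also reaching that level; inconclusive = mean inhibition reaches 70% but some replicates fall short; inactive = mean inhibition below 70%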
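Compound dosing: one dose per compound; test system: human S100A4 monomer with TAMRA-labelled myosin IIA peptide; probe or stimulus: TAMRA-labelled myosin IIA heavy-chain peptide probe, 5 nM; medium: HEPES buffer with Ca2+, pH 7.2; schedule: 5 min incubation before reading; benchmarks: neutral control DMSO, positive control TFP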
E-sel inducer: E-selectin induction on HUVECs. AID 686992. 260,000 tested, 0.37% active. HUVEC E-selectin immunofluorescence imaging; normalized: neutral wells 0, TNF-alpha wells 100. activation, % at 7.58 µM;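 active = mean E-selectin-positive cell signal at least 10% of the positive control, reached in at least 60% of replicates, without over 20% cell loss; inconclusive = no rule given, readout overlaps actives, possibly toxicity-flagged; inactive = the rest, including those meeting only one limit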;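 note: in these data hits start at about 27%; measured in HUVEC primary endothelial cells; signal is the percent of cells scored E-selectin positive by PE staining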
Target sequence (P16581 whole entry, looked up): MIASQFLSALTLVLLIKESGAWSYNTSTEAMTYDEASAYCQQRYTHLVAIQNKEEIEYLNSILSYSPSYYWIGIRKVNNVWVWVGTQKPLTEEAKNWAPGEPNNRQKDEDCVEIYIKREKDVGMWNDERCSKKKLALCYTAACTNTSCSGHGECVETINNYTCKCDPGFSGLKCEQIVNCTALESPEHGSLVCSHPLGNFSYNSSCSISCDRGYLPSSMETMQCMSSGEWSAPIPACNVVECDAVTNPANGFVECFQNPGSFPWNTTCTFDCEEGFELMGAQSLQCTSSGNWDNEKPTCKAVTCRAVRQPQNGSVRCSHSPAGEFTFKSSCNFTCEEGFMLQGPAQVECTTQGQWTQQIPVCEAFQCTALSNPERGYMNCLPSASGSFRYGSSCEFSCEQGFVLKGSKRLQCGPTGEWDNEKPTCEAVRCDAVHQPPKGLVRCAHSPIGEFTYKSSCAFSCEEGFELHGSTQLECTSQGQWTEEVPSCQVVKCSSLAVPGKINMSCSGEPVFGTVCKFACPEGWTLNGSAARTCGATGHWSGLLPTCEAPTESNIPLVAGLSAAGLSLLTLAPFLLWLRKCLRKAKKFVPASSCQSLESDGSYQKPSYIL
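assay system = HUVEC, human umbilical vein endothelial cells | input = 3,000 HUVEC seeded per well | medium = EGM-2 growth medium on 0.1% gelatin-coated wells | dosing = one compound dose added by pin transfer | signal = immunofluorescence imaging | read-out basis = % PE-positive cells | control set = TNF-alpha, DMSO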
esBAF inh: blocks esBAF chromatin remodeling in mouse ES cells; reporter increase, % at 12.5 µM; 350,000 tested, 2% active; Bmi1-luciferase knock-in reporter, 24 h; 100% = twice the neutral-well signal; in the data active = activation above about 40%; inconclusive = no clear call, values can overlap the other calls;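 note: 0% = median of the plate's neutral control wells and 100% = double that signal; a rise in the Bmi1 reporter signal indicates esBAF inhibition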
Xi reactivation: activators of X-chromosome reactivation in mouse fibroblasts. XiGFP mouse fibroblasts, % GFP-positive cells imaging, 3 d; cells co-treated with 5-aza-dC sensitizer; scaled so ellipticine positive control = 100%. activation, % at 7.58 µM. 360,000 tested, 0.055% active;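 active = mean normalized replicate activation at least 10% and every replicate at or above 10%; inconclusive = only one of the two criteria met; inactive = mean below 10% and not all replicates reach 10%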;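 note: 0% = median of on-plate neutral control wells and 100% = ellipticine 6 µM median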
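Assay system – SV40-immortalized XiGFP fibroblast cells, line 68-5-11 · Buffer or medium – DMEM supplemented with 5-aza-dC as sensitizing agent · Dosing – one concentration, pinned · Benchmarks – positive control ellipticine, 6 µM final · Times – 3 days compound exposure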
EWS-Fli inh: inhibitors of EWS/Fli oncoprotein transcriptional activity; inhibition, % at 12.6 µM; AID 651661; 350,000 tested, 0.67% active; A673 NR0B1-luciferase reporter, viability-normalised;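 active = mean inhibition of at least 50% after viability correction, with every replicate also passing that limit; inconclusive = mean reaches 50% but only one of two replicates passes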;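 note: firefly luciferase signal divided by Alamar Blue viability fluorescence both relative to DMSO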
FN deposition inh: fibronectin deposition inhibition; AH1F fibroblasts, Alexa488-fibronectin deposition fluorescence, overnight; inhibition, % at 12.6 µM; 350,000 tested, 0.086% active; AID 743247;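 active = mean inhibition across replicates of 30% or more, regardless of how many single replicates reach that level; inconclusive = mean under 30% yet at least half of replicates reach 30%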;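 note: positive control wells lacked labelled fibronectin entirely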
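Material – AH1F fibroblast monolayer, labelled fibronectin deposition · Reagent – labelled fibronectin 24 nM · Timing – 1 h adhesion, overnight exposure · Measured by – fluorescence at 485 nm excitation, 525 nm emission · Read-out – inhibition of fibronectin deposition signal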
* hit, by the source's call.

How did C[C@@H]1CN([C@H](C)CO)C(=O)Cc2cc(NC(=O)CCCCCC(=O)Nc3ccccc3N)ccc2O[C@H]1CN(C)Cc1ccc(-c2ccccc2)cc1 do in these assays?
RAD54 inh: -10; RAD52 inh: -1; S100A4 MyoIIA: 1; E-sel inducer: 0.6; esBAF inh: 39; Xi reactivation: 0.1; EWS-Fli inh: 28

Results for C[C@@H]1CN([C@H](C)CO)C(=O)c2c(c3ccccc3n2C)-c2ccccc2CO[C@@H]1CN(C)C(=O)c1ccc(F)cc1 ?
RAD54 inh: 2; RAD52 inh: 7; S100A4 MyoIIA: 20; E-sel inducer: -0.1; esBAF inh: 2; Xi reactivation: 0.3; EWS-Fli inh: 3; FN deposition inh: -18

Results for S=C(NCCc1ccc(Cl)cc1)NC1CCCCC1 ?
RAD54 inh: -13; RAD52 inh: -6; S100A4 MyoIIA: -15; E-sel inducer: 0.0; esBAF inh: 63*; Xi reactivation: 0.0; EWS-Fli inh: -121; FN deposition inh: 2

Results for COc1cccc(N2C(=O)CN(Cc3cc(OC)c(OC)c(OC)c3)C2=S)c1 ?
RAD54 inh: 5; RAD52 inh: -14; S100A4 MyoIIA: -5; E-sel inducer: -0.2; esBAF inh: -1; Xi reactivation: 0.2; EWS-Fli inh: 3; FN deposition inh: 5

What do the screens show for `CC(C)C(=O)N[C@@H]1c2ccccc2CC[C@@H]1OCc1ccccc1`?
RAD54 inh: -2; RAD52 inh: -8; S100A4 MyoIIA: 1; E-sel inducer: -0.2; esBAF inh: 3; Xi reactivation: 0.0; EWS-Fli inh: 0; FN deposition inh: -6

Results for CCc1ccc(OCC(=O)OCC(=O)NCCNC(=O)COC(=O)COc2ccc(CC)cc2)cc1 ?
RAD54 inh: -14; RAD52 inh: -7; S100A4 MyoIIA: -3; E-sel inducer: 0.7; esBAF inh: -1; Xi reactivation: 0.1; EWS-Fli inh: 7

What do the screens show for `CC(C)CN(C(=O)COC(=O)c1ccc2ccccc2c1)c1c(N)n(Cc2ccccc2)c(=O)[nH]c1=O`?
RAD52 inh: -7; S100A4 MyoIIA: 0; Xi reactivation: -0.1; EWS-Fli inh: -5; FN deposition inh: 7

What do the screens show for `C[C@@H](O)C#Cc1ccc([C@H]2[C@H]3CN(S(=O)(=O)c4ccccc4)CCCCN3[C@H]2CO)cc1`?
RAD54 inh: 11; RAD52 inh: -78; S100A4 MyoIIA: 1; E-sel inducer: -0.1; Xi reactivation: 0.4; EWS-Fli inh: 2

How did Cc1ccc(N(CCO)C(=S)Nc2ccccc2)cc1 do in these assays?
RAD54 inh: -2; RAD52 inh: -15; S100A4 MyoIIA: 1; E-sel inducer: 0.0; esBAF inh: -5; Xi reactivation: 0.2; EWS-Fli inh: -1; FN deposition inh: -5

Results for CN(C)CCCn1c(=O)n(Cc2ccco2)c(=O)c2c3c(sc21)CCCCC3 ?
RAD52 inh: 14; S100A4 MyoIIA: -8; E-sel inducer: -0.3; esBAF inh: -9; Xi reactivation: -0.1; EWS-Fli inh: 13; FN deposition inh: -5

Results for Cc1ccc(S(=O)(=O)N2C[C@@H]3[C@H]4CC[C@H](C4)[C@@H]3[C@@H](C)[C@@H]2c2ccn(Cc3ccccc3)c2)cc1 ?
RAD54 inh: -11; RAD52 inh: -22; S100A4 MyoIIA: 3; E-sel inducer: -0.2; esBAF inh: 1; Xi reactivation: 0.0; EWS-Fli inh: 10; FN deposition inh: 10

Results for O=C(CC(c1ccccc1)c1ccccc1)Nc1nn[nH]n1 ?
RAD52 inh: -24; S100A4 MyoIIA: 1; Xi reactivation: 0.2; EWS-Fli inh: 4

Results for Nc1cc2c(cc1Cl)N(Cc1ccccc1)C(=O)CO2 ?
RAD52 inh: -3; S100A4 MyoIIA: 4; E-sel inducer: -0.6; esBAF inh: -1; Xi reactivation: -0.1; EWS-Fli inh: 4; FN deposition inh: 20

What do the screens show for `COCC(=O)Nc1ccc2c(c1)[C@@H]1C[C@H](CC(=O)NCc3cc(F)ccc3F)O[C@H](CO)[C@@H]1O2`?
RAD54 inh: 1; E-sel inducer: -0.3; esBAF inh: -2; Xi reactivation: -0.1; EWS-Fli inh: -1; FN deposition inh: -1

What do the screens show for `O=C(Nc1ccccc1F)N1CCCCN2[C@H](C1)[C@H](c1ccc(/C=C/c3ccccc3)cc1)[C@@H]2CO`?
RAD54 inh: 6; RAD52 inh: 18; S100A4 MyoIIA: -3; E-sel inducer: 0.6; esBAF inh: 3; Xi reactivation: 0.1; EWS-Fli inh: -3; FN deposition inh: 5

How did Cc1cc(Br)cc2cn[nH]c12 do in these assays?
RAD54 inh: -4; RAD52 inh: -8; S100A4 MyoIIA: 1; E-sel inducer: 4.5; esBAF inh: -13; Xi reactivation: 0.2; EWS-Fli inh: 0; FN deposition inh: -7

How did O=C1CSc2ccc(C(=O)O)cc2N1 do in these assays?
RAD54 inh: 0; RAD52 inh: -27; S100A4 MyoIIA: -3; esBAF inh: -6; Xi reactivation: 0.0; EWS-Fli inh: -4; FN deposition inh: 1

What do the screens show for `COc1cccc(NC(=O)N2C3CCCC2CC(NC(C)=O)C3)c1` (stereo unspecified)?
RAD54 inh: 4; RAD52 inh: -19; S100A4 MyoIIA: -2; esBAF inh: -10; Xi reactivation: 0.3; EWS-Fli inh: 3; FN deposition inh: -8

How did CC1(C)CC(NC(=O)COc2cc3oc(=O)c4c(c3cc2Cl)CCC4)CC(C)(C)N1 do in these assays?
RAD52 inh: 2; S100A4 MyoIIA: 0; esBAF inh: -4; Xi reactivation: 0.2; EWS-Fli inh: 1; FN deposition inh: 10

How did O=C(NCC1CC1)[C@@H]1[C@@H](CO)[C@@H]2Cn3c(ccc(-c4cccnc4)c3=O)[C@@H]2N1Cc1cocn1 do in these assays?
RAD54 inh: -6; RAD52 inh: -4; S100A4 MyoIIA: -22; E-sel inducer: 0.0; esBAF inh: 2; Xi reactivation: 0.1; EWS-Fli inh: -4; FN deposition inh: -2

What do the screens show for `COc1cc(C2C3=C(COC3=O)OC(C)(C)Oc3cc4c(cc32)OCO4)cc(OC)c1OC` (stereo unspecified)?
RAD52 inh: 0; S100A4 MyoIIA: 3; E-sel inducer: -0.3; Xi reactivation: 0.6; EWS-Fli inh: 54*; FN deposition inh: -35

Results for CN1c2ccc(-c3cccc(F)c3)cc2[C@H]2[C@H](CCN2S(=O)(=O)c2cccc(F)c2)[C@H]1CO ?
RAD54 inh: -2; RAD52 inh: 1; S100A4 MyoIIA: -2; E-sel inducer: -0.1; esBAF inh: -6; Xi reactivation: 0.3; EWS-Fli inh: 14; FN deposition inh: 3

What do the screens show for `Cc1ccc(N2CC(C)Cn3c2nc2c3c(=O)[nH]c(=O)n2C)cc1` (stereo unspecified)?
RAD54 inh: -5; RAD52 inh: -16; S100A4 MyoIIA: -9; E-sel inducer: 15; esBAF inh: -2; Xi reactivation: 0.0; EWS-Fli inh: -1; FN deposition inh: -6

Results for C[C@H]1CN([C@@H](C)CO)S(=O)(=O)c2ccc(C#Cc3ccccn3)cc2O[C@@H]1CN(C)C ?
RAD54 inh: 4; RAD52 inh: -25; S100A4 MyoIIA: -3; E-sel inducer: 0.6; esBAF inh: -5; Xi reactivation: -0.2; EWS-Fli inh: 0; FN deposition inh: -6

How did CC1C(=O)N2CCCc3cc(NS(C)(=O)=O)cc1c32 (stereo unspecified) do in these assays?
RAD54 inh: 0; RAD52 inh: -25; S100A4 MyoIIA: 6; E-sel inducer: 7.7; esBAF inh: -12; Xi reactivation: 0.1; EWS-Fli inh: 6; FN deposition inh: -1

What do the screens show for `CCC(C(=O)NCc1ccccc1)n1c(CSCCOc2ccccc2)nc2ccccc21` (stereo unspecified)?
RAD52 inh: -6; S100A4 MyoIIA: 1; E-sel inducer: -0.2; Xi reactivation: 0.1; EWS-Fli inh: inconclusive; FN deposition inh: 7

How did CC(C)COc1ccc(-c2nn(-c3ccccc3)cc2CO)cc1 do in these assays?
RAD54 inh: -6; RAD52 inh: -11; S100A4 MyoIIA: -6; esBAF inh: -2; Xi reactivation: 0.1; EWS-Fli inh: -3; FN deposition inh: 3

How did CSCCC(NS(=O)(=O)c1ccc(Cl)cc1)C(=O)OCC(=O)N1CCCc2ccccc21 (stereo unspecified) do in these assays?
RAD52 inh: -5; S100A4 MyoIIA: -3; Xi reactivation: 0.0; EWS-Fli inh: 4; FN deposition inh: -16

What do the screens show for `COc1ccc(S(=O)(=O)Nc2ccc3c(c2)C(=O)N([C@@H](C)CO)C[C@H](C)[C@@H](CN(C)C(=O)Nc2cccc4ccccc24)OCCCC[C@@H](C)O3)cc1`?
RAD52 inh: -29; S100A4 MyoIIA: -4; E-sel inducer: -0.2; Xi reactivation: -0.9; EWS-Fli inh: 19

What do the screens show for `CCCCNC(=S)Nc1ccc2nc(N3CCN(CC)CC3)cc(C)c2c1`?
RAD54 inh: 30; RAD52 inh: 57*; S100A4 MyoIIA: 2; E-sel inducer: 0.0; esBAF inh: -9; Xi reactivation: 0.0; EWS-Fli inh: 9; FN deposition inh: 1

Results for Cc1cc(C(=O)COC(=O)c2ccc(N)c([N+](=O)[O-])c2)c(C)n1Cc1ccc2c(c1)OCO2 ?
RAD54 inh: -9; RAD52 inh: -31; S100A4 MyoIIA: -4; E-sel inducer: 1.1; esBAF inh: 89*; Xi reactivation: 0.1; EWS-Fli inh: -37; FN deposition inh: 9

What do the screens show for `COc1ccc(C(=O)Cn2nc(CNc3ccc(Br)cc3)[n+]3c2CCCCC3)cc1`?
RAD52 inh: 38; S100A4 MyoIIA: -5; Xi reactivation: 0.2; EWS-Fli inh: 1

What do the screens show for `CCOC(=O)CC/C(=N\NC(N)=O)c1ccc(OC)c(Cl)c1`?
RAD54 inh: 1; RAD52 inh: -6; S100A4 MyoIIA: 1; E-sel inducer: 0.0; esBAF inh: -9; Xi reactivation: 0.6; EWS-Fli inh: 4; FN deposition inh: -5

What do the screens show for `COC(=O)C1=C(C)N(Cc2ccc(OC)cc2)C(=O)/C1=C\c1ccco1`?
RAD52 inh: -16; S100A4 MyoIIA: -1; Xi reactivation: 0.2; EWS-Fli inh: -2; FN deposition inh: -5

How did Cc1ccc(CNC(=O)c2ccc(S(=O)(=O)N(C)C)cc2)n1C do in these assays?
RAD54 inh: 7; RAD52 inh: -23; S100A4 MyoIIA: 1; E-sel inducer: 0.5; esBAF inh: -1; Xi reactivation: 0.1; EWS-Fli inh: 0; FN deposition inh: 5

How did C[C@@H]1CN([C@@H](C)CO)C(=O)Cc2cc(NC(=O)Nc3ccc(F)cc3)ccc2O[C@H]1CN(C)CC1CCCCC1 do in these assays?
RAD54 inh: 0; RAD52 inh: 22; S100A4 MyoIIA: 3; E-sel inducer: -0.3; esBAF inh: -1; Xi reactivation: 0.0; EWS-Fli inh: 14
